NTR1 ag = agonists of NTR1, primary screen, imaging, U2OS cells, beta-arrestin-GFP, high content (AID 493036); 330,000 tested, 0.17% active; activation, % at 20 µM; NTR1-U2OS beta-arrestin-GFP spot imaging, agonist mode;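 active = activation at or above 40% of the spot to cytoplasm intensity ratio, with at least 20 cells analyzed; inconclusive = wells under 20 cells, flagged as cytotoxic or low count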;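 note: 0% = DMSO without peptide and 100% = 100 nM NTR1 peptide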
Target sequence (P30989 whole entry, looked up): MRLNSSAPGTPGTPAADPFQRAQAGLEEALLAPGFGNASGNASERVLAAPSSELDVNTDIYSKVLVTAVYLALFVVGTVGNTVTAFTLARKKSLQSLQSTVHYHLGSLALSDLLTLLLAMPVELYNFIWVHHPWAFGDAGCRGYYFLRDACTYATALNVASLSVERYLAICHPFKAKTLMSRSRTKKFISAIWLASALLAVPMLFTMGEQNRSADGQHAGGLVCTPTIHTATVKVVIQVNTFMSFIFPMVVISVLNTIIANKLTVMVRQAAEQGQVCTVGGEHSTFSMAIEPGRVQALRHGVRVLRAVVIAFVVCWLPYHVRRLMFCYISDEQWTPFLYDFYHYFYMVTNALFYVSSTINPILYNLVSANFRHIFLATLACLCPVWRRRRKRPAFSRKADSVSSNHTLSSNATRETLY
MgcRacGAP inhibition = MgcRacGAP GTPase-activating activity inhibitors, confirmation, biochemical, ADP Hunter fluorescence; MgcRacGAP-stimulated Rac1 GTP hydrolysis, ADP Hunter fluorescence; higher % means a stronger effect; GST-tagged Rac1 F28L mutant substrate; inhibition, % at 30 µM; hits with a dose series show IC50 in µM; 340,000 tested, 0.6% active; AID 624330;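 active = first-screen hits whose inhibition reached a set limit at any dose in the follow-up dose series; inconclusive = inhibition above the set first-screen limit but never retested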;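 note: fluorescence reports GDP produced by GAP-driven GTP hydrolysis; strong numbers were not always called active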
K1F lysis inhibition = inhibition of K1F phage lysis, E. coli UTI89, bacterial capsule biogenesis inhibitors, alamar blue (AID 488966); E. coli UTI89 K1F phage lysis, alamar blue, 2 h; higher % means a stronger effect; inhibition, % at 100 µM; hits with a dose series show IC50 in µM; 340,000 tested, 0.02% active;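 active = phage lysis inhibition, versus mean bacterial control, above a set limit; inconclusive = no clear call, values can overlap the other calls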;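 note: capsule biogenesis inhibitors block K1F phage lysis so surviving cells raise fluorescence; higher fluorescence means more inhibition of phage lysis; actives were called in the ten point dose series up to 300 µM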
NTR1 ag cell count 20 µM = also measured in NTR1 ag; calls as there; cell count; measured here: cell count, cytotoxicity flag
Numbers without * were called inactive; u = inconclusive; [ ] = remark or other dose. Not all compounds are listed, so the mix of outcomes need not match the whole.

item	Molecule	NTR1 ag	NTR1 ag cell count 20 µM	MgcRacGAP inhibition	K1F lysis inhibition
1	COc1ccccc1N(C)S(=O)(=O)c1ccc(C(=O)Nc2ccc(C(N)=O)cc2)cc1	-0.4	59	6%	0.0%[50 µM]
2	COc1ccccc1N(C)S(=O)(=O)c1ccc(Cl)c(C(=O)N2CCC2)c1	-1.0	36	3%	1.2%[50 µM]
3	Cc1cc(Cl)cc(C)c1OCC(=O)N1CCN(c2ncccn2)CC1	-1.6	55	6%	0.3%[50 µM]
4	CCOC(=O)c1nc2c(=O)n(C)c(=O)n(C)c2n(C)c1=O	-1.2	40	1%	-1.1%
5	Cc1ccc(C(=O)NCC(=O)NC2CCC(C)CC2)s1 (stereo not given)	-0.7	68	4%	0.6%[50 µM]
6	CC1CCCN(C(=O)COC(=O)c2cccc(NS(=O)(=O)c3ccccc3)c2)C1 (stereo not given)	2.8	45	7%	0.3%[50 µM]
7	COc1ccc(NC(=O)CN(C)C(=O)CCNC(=O)Nc2ccccc2)cc1	-0.6	75	2%	0.4%[50 µM]
8	C=CCN(c1ccccc1)S(=O)(=O)c1cccc(C(=O)Nc2cc(C)ccn2)c1	-1.0	62	-2%	-0.6%[50 µM]

Some of these compounds in order of their number in MgcRacGAP inhibition, rising:
no. | SMILES | MgcRacGAP inhibition
8 | C=CCN(c1ccccc1)S(=O)(=O)c1cccc(C(=O)Nc2cc(C)ccn2)c1 | -2%
7 | COc1ccc(NC(=O)CN(C)C(=O)CCNC(=O)Nc2ccccc2)cc1 | 2%
5 | Cc1ccc(C(=O)NCC(=O)NC2CCC(C)CC2)s1 (stereo not given) | 4%
3 | Cc1cc(Cl)cc(C)c1OCC(=O)N1CCN(c2ncccn2)CC1 | 6%

More compounds.
item	Molecule	NTR1 ag	NTR1 ag cell count 20 µM	MgcRacGAP inhibition	K1F lysis inhibition
9	Cc1ccc(S(=O)(=O)N2CCNC(=O)C2)c(C)c1	-0.5	42	2%	0.7%[50 µM]
10	CC(Sc1nnnn1-c1ccccc1)C(=O)NC1CCCC1 (stereo not given)	0.2	78	3%	0.3%[50 µM]
11	CCOc1cc(/C=N/NC(=O)c2cccc(S(=O)(=O)N3CCCC3)c2)ccc1OCC(=O)N(C)C	-0.5	55	6%	-0.8%
12	CCOC(=O)C1=CNS(=O)(=O)NC1c1cccc(O)c1 (stereo not given)	1.4	58	6%	0.0%
13	Cc1ccc(NC(=O)COC(=O)c2ccc(Br)o2)cc1S(=O)(=O)N1CCCCC1	-0.5	101	2%	0.5%[50 µM]
14	CCN(CC(=O)NC1CCS(=O)(=O)C1)S(=O)(=O)c1ccc(Br)cc1 (stereo not given)	0.5	63	-4%	7.1%
15	COCC(=O)N(C)C[C@H]1N[C@@](Cc2ccccc2)(C(=O)OC)[C@H]2C(=O)N(Cc3ccccc3)C(=O)[C@@H]12	-2.4	56	6%	0.0%
16	COc1cc2c(cc1O)CCN(C(=O)CSc1nncn1C)[C@@H]2C	-2.2	38	4%	-0.6%
17	CCCN(CC(=O)Nc1ccccc1C)C(=O)CCN1C(=O)c2cccc([N+](=O)[O-])c2C1=O	4.1	47	0%	2.1%[50 µM]
18	CCOC(=O)c1ccccc1NC(=O)CSc1nc2[nH]ncc2c(=O)[nH]1	0.1	61	7%	0.6%[50 µM]
19	CC1CC1C(=O)Nc1nc2ccc(Cl)cc2s1 (stereo not given)	0.8	50	7%	1.0%
20	O=C(COC(=O)CN1C(=O)NC2(CCCC2)C1=O)NCc1ccc(Cl)cc1Cl	3.2	55	8%	-4.6%
21	C[C@H](NC(=O)c1nc[nH]c1C(=O)NC1CCNCC1)C(=O)OC(C)(C)C	11	54	5%	4.2%
22	Cc1ccc(S(=O)(=O)N(Cc2ccc(F)cc2)C(=O)N2CCN(C)CC2)cc1	2.4	62	4%	1.3%[50 µM]
23	CCOC(=O)c1cc(-c2ccccc2)nn1CC1CC(c2cccc([N+](=O)[O-])c2)=NO1 (stereo not given)	4.0	86	7%	0.0%
24	CCCc1cc(=O)[nH]c(SCC(=O)NC(=O)NC2CCCC2)n1	0.4	52	1%	0.7%[50 µM]
25	O=C(NNC(=O)c1ccc(Br)s1)c1cccc(Cl)c1	0.5	98	5%	0.2%[50 µM]
26	CCN(CC)C(=O)[C@H]1CC(CC(=O)NCCC2=CCCCC2)C(=O)N2CCc3c([nH]c4ccccc34)[C@]12C (stereo not given in full)	3.4	65	5%	0.1%
27	CC1CN(S(=O)(=O)c2cccc(C(=O)Nc3cc(Cl)ccc3N3CCOCC3)c2)CC(C)O1 (stereo not given)	2.1	67	4%	0.4%[50 µM]
28	CCN(CC(=O)Nc1ccc(OC)cc1)CC(=O)Nc1ccc2c(c1)OCO2	-0.7	60	-1%	0.2%[50 µM]
29	CN1CCCC(CC2c3ccccc3Sc3ccccc32)C1 (stereo not given)	3.7	54	6%	u
30	O=C(COC(=O)C1=COCCO1)Nc1c(F)cccc1F	-0.8	53	8%	-1.3%
31	CCOC(=O)c1[nH]c(C)c(C(=O)OCC(=O)NCc2ccc(Cl)cc2)c1C	6.3	54	5%	0.6%[50 µM]
32	COc1ccc(-c2sc3cc4c(cc3c2C#Cc2cncn2C)OCO4)cc1	3.6	61	6%	0.9%
33	O=C(COc1coc(CN2CCN(c3ccccc3)CC2)cc1=O)NC1CCCC1	0.4	77	4%	-1.1%
34	O=C(CSc1nc2ccccc2c(=O)n1-c1ccc(OC(F)F)cc1)NC1CC1	3.3	64	5%	0.4%[50 µM]
35	Cc1n[nH]c(=O)c2c(NC(=O)CSc3ccccc3Cl)oc(C)c12	2.1	68	3%	-0.5%
36	CC[C@H](C)Cc1cn([C@@H](CCCN=C(N)N)C(=O)NCCCCCCCCCCC(=O)N2CCNCC2)nn1	-1.7	85	4%	u
37	CCCCOc1ccc(C(=O)NCC(=O)N2CCN(C(=O)c3ccco3)CC2)cc1	-0.6	59	3%	1.1%[50 µM]
38	CC(=O)c1ccc(S(=O)(=O)NCCCC(=O)N(C)Cc2ccc3c(c2)OCO3)cc1	1.8	59	2%	0.4%
39	C#CNC(=O)C1(CC=C)CCNCC1	-0.4	73	2%	0.2%
40	O=C(NCCc1ccc(F)cc1)c1ccc(S(=O)(=O)N2CCCC2)cc1	1.0	56	-1%	0.9%[50 µM]

The last 2 entries of the part before are carried over, then new ones follow:
item	Molecule	NTR1 ag	NTR1 ag cell count 20 µM	MgcRacGAP inhibition	K1F lysis inhibition
39	C#CNC(=O)C1(CC=C)CCNCC1	-0.4	73	2%	0.2%
40	O=C(NCCc1ccc(F)cc1)c1ccc(S(=O)(=O)N2CCCC2)cc1	1.0	56	-1%	0.9%[50 µM]
41	CN(c1ccc(F)cc1)S(=O)(=O)c1ccc(Cl)c(C(=O)NCc2ccco2)c1	-1.2	76	3%	0.5%[50 µM]
42	CC(Oc1ccc(Br)cc1)C(=O)NC1CCN(Cc2ccccc2)CC1 (stereo not given)	-0.1	69	11%	1.0%[50 µM]
43	O=C(COC(=O)C1CCCCC1)Nc1cccc(F)c1	3.2	72	-3%	1.6%
44	CCOc1ccc(C(=O)OCC(=O)Nc2cccc(S(=O)(=O)N3CCCC3)c2)cc1	3.0	49	5%	0.2%[50 µM]
45	CCOC(=O)C1=C(COC(=O)CCOc2cccc(C)c2)NC(=O)NC1C (stereo not given)	-1.1	49	0%	-0.6%
46	CC(=O)N1CCN(C(=O)c2ccc(Cl)c(S(=O)(=O)N3CCc4ccccc43)c2)CC1	3.1	58	5%	0.5%[50 µM]
47	COc1cc(C)c(CN2CCN(S(=O)(=O)c3ccc(Cl)s3)CC2)cc1OC	-0.9	62	2%	0.6%[50 µM]
48	COc1cccc(NC(=O)CN(C)C(=O)c2ccc(-c3ccc(Cl)cc3)o2)c1	0.3	61	8%	-0.3%[50 µM]
49	C[C@H]1CN([C@@H](C)CO)C(=O)c2cccc(NC(=O)c3cnccn3)c2O[C@@H]1CN(C)C(=O)Nc1ccc2c(c1)OCO2	-1.7	72	9%	4.1%
50	CCCOc1ccccc1OCC(=O)Nc1ccc(S(=O)(=O)N2CCCCC2)cc1	2.5	59	5%	0.2%[50 µM]
51	CCC(=O)c1ccc(OCC(=O)OCC(=O)NCCC2=CCCCC2)cc1	0.3	45	6%	0.2%[50 µM]
52	Cc1ccc(Cc2nnc(SCC(=O)Nc3ccccc3Cl)[nH]c2=O)cc1	1.2	53	4%	0.9%[50 µM]
53	COc1ccc([C@@H]2[C@@H]3C(=O)N(C(C)(C)C)C(=O)[C@@H]3[C@]3(C)C(=O)N(c4cccc(Cl)c4)C(=O)N23)cc1	-0.6	92	4%	2.4%
54	CC(=O)Nc1ccc(S(=O)(=O)N[C@@H](C)C(=O)N2CCN(C/C=C/c3ccccc3)CC2)cc1	-1.3	52	-2%	0.2%[50 µM]
55	Cc1ccccc1OCC(=O)OCC(=O)NC1CC1	1.5	73	2%	0.5%[50 µM]
56	CC(OC(=O)CCC(=O)c1cccs1)C(=O)NC1CCCCC1C (stereo not given)	-2.0	53	-5%	0.6%[50 µM]
57	CCOC(=O)[C@@H]1[C@H]2COc3ccc(Br)cc3[C@@H]2N2C(=O)N(c3ccc(F)cc3)C(=O)[C@@]12C	0.6	57	6%	1.7%
58	COc1cccc(-c2c(-c3cc(OC)cc(OC)c3)n(C)c3ccc(-c4ccc(OC)nc4)cc23)c1	1.9	44	13%	3.9%
59	COc1ccc(CNC(=O)CCC(=O)N2CCN(S(=O)(=O)c3cc([N+](=O)[O-])ccc3C)CC2)cc1	-0.5	68	-2%	1.2%[50 µM]
60	O=C(Nc1ccc(S(=O)(=O)N2C[C@@H]3C[C@@H](C2)c2cccc(=O)n2C3)cc1)c1ccc(F)cc1	-0.5	67	0%	-0.2%
61	CC(C)[C@H](NC(N)=O)C(=O)Nc1cccc(S(=O)(=O)NC2=NCCCCC2)c1	1.2	44	6%	1.5%[50 µM]
62	CN(Cc1ccccc1Br)C(=O)CSc1nnnn1C1CC1	0.9	48	2%	0.5%[50 µM]
63	O=S(=O)(c1c(F)cccc1F)N1CCN(Cc2c(O)ccc3ccccc23)CC1	-0.3	71	7%	0.6%[50 µM]
64	CCC(=O)c1ccc(OCC(=O)N(CC)CC(=O)Nc2ccccc2OC)cc1	-0.3	48	2%	0.7%[50 µM]
65	CCOC(=O)Cc1csc(NC(=O)CCCCCN2C(=O)c3cccc4cccc(c34)C2=O)n1	1.2	77	15%	0.7%
66	O=[N+]([O-])c1cc(-c2csc(NCCc3nc4cc(Cl)c(N5CCCCC5)cc4n3CCCO)n2)ccc1Cl	7.5	96	9%	3.1%
67	O=C(NCC1CCCN1S(=O)(=O)c1cccs1)c1cccc(Cl)c1 (stereo not given)	0.1	67	0%	1.1%[50 µM]
68	Cc1cc(C(=O)COC(=O)/C=C/c2ccc(F)cc2)c(C)n1C	1.8	103	1%	0.5%[50 µM]
69	C[C@]12c3[nH]c4ccc(Cl)cc4c3CCN1C(=O)[C@@H](CC(=O)NCCN1CCOCC1)C[C@@H]2C(=O)N1CCCCC1	2.3	56	5%	0.0%
70	O=C(/C=C/c1ccc([N+](=O)[O-])cc1)N1CCN(S(=O)(=O)c2ccccc2)CC1	-1.3	46	-4%	0.0%[50 µM]
71	COc1ccc(CC(=O)NNC(=O)c2cc(C)oc2C)cc1OC	0.7	48	3%	2.4%[50 µM]
72	COc1ccccc1NC(=O)C/C(N)=N/OCC(=O)Nc1cccc(Cl)c1	-0.9	72	3%	0.4%[50 µM]
73	Cn1c(N)c(C(=O)CSc2nnc3n2CCCCC3)c(=O)n(C)c1=O	0.5	64	5%	0.9%[50 µM]
74	Cc1ccc(NC(=O)COC(=O)Cc2c[nH]c3ccccc23)cc1F	1.3	78	5%	0.5%[50 µM]
75	CCN(C(=O)c1cccc(S(=O)(=O)N2CCCCC2)c1)C1CCS(=O)(=O)C1 (stereo not given)	1.3	56	8%	1.6%[50 µM]
76	Cc1ccccc1C(=O)N1CCC(C(=O)N2CCN(Cc3ccc4c(c3)OCO4)CC2)CC1	5.2	68	2%	0.6%
77	CCOC(=O)C1=C(CC)Nc2ccccc2N=C1NC(=O)c1cccc(S(=O)(=O)N2CCOCC2)c1	1.8	50	2%	0.7%[50 µM]
78	COc1cc(/C=C/C(=O)OC(C)C(=O)c2ccccc2)cc(OC)c1OC (stereo not given)	1.6	61	4%	1.1%[50 µM]

Compound activity: PubChem BioAssay, several laboratories
